FAS TE block: blocks the thioesterase domain of human fatty acid synthase; inhibition, % at 15 µM; P49327; 0.67% of 360,000 active; recombinant FAS-TE, OMFH fluorogenic substrate, fluorescence endpoint;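 active means compounds whose normalised, plate-corrected inhibition of enzyme fluorescence in the single-dose primary screen is 50% or more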;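 further: 0% = DMSO with enzyme and 100% = substrate without enzyme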
MsrA act: activators of bovine methionine sulfoxide reductase A; purified bovine MsrA, absorbance read-out; activation, % at 10.6 µM; 0.3% of 360,000 active; AID 602163; in the data active means activation above about 7.5%;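 further: 0% = vehicle and 100% = reference activator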
CSN inh: inhibitors of human CSN-mediated cullin deneddylation; Purified CSN, SCF-Nedd8-OG deneddylation, fluorescence polarization; inhibition, % at 12.5 µM; 0.38% of 360,000 active; AID 651999;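 active means pattern-corrected inhibition above about 35%, with an unprinted fluorescence ratio check between 0.5 and 1.5, limit read from the data, passing the limit was not always enough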;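 further: 0% = enzyme with substrate and 100% = substrate without enzyme; some results filed as inactive read as strong as hits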
Target sequence (Q92905 whole entry, looked up, one chain of several): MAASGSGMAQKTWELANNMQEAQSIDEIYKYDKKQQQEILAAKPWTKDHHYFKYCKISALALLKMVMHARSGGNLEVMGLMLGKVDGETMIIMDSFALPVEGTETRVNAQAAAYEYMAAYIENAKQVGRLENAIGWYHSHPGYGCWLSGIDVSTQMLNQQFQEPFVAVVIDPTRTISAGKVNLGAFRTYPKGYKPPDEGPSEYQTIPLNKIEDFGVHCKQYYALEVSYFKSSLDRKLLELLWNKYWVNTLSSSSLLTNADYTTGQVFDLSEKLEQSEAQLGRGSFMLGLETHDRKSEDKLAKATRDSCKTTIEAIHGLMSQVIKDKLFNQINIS
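Detection – fluorescence polarization · System – HEK293T-derived human Csn5 enzyme · Controls – substrate-only high control, full reaction low control · Timing – 90 min, room temperature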
MLLE-PAM2 inh: inhibitors of microRNA-mediated deadenylation, human PABP1 MLLE binding | GST-MLLE / FITC-PAM2 fluorescence polarization | inhibition, % at 20 µM | 0.36% of 360,000 active; in the data active means inhibition above about 35%, passing the limit was not always enough;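 further: plate controls were DMSO wells with GST-MLLE for no effect and wells lacking GST-MLLE protein for full effect; some results filed as inactive read as strong as hits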
Target sequence (P11940 whole entry, looked up): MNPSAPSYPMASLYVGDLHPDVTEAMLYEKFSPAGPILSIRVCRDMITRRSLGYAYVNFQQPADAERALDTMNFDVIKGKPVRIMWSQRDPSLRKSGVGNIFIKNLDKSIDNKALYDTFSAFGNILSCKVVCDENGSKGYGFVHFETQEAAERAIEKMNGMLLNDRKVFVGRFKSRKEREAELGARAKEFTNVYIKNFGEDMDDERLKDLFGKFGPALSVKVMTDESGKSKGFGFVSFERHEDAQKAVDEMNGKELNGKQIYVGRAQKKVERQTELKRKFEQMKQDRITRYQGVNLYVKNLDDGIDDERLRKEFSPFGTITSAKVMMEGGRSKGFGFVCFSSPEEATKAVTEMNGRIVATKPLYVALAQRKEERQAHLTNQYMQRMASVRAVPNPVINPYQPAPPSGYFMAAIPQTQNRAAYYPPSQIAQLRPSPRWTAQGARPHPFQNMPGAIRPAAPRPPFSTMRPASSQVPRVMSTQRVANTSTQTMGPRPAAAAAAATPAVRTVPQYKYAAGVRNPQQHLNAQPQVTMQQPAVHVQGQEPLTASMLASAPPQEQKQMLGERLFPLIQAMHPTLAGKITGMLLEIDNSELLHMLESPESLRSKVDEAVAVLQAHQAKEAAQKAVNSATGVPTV
Rin1 Abl inh: blocks binding of human Rin1 to Abl; TR-FRET Rin1/Abl binding, biochemical; inhibition, % at 7.35 µM; 0.4% of 360,000 active; in the data active means inhibition above about 5%, passing the limit was not always enough
eLon inh: E. coli protease La inhibition | P0A9M0 | inhibition, % at 7.94 µM | 0.42% of 360,000 active | purified E. coli Lon protease, fluorescence polarization; in the data active means inhibition above about 13%, passing the limit was not always enough;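 further: 0% = enzyme with probe and DMSO and 100% = no enzyme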
Tb MetRS inh: Trypanosoma brucei MetRS inhibition. 0.4% of 360,000 active. AID 624268. purified T. brucei MetRS, ATP depletion, Kinase-Glo luminescence. inhibition, % at 11.9 µM;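 active means inhibition above a per-plate cutoff of the control wells' mean inhibition plus 3 SD, cut at about 5.5% in these data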;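 further: 0% = DMSO wells median and 100% = median of wells with control inhibitor compound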
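Material: parasite MetRS enzyme / Replication: singlicate, one well per compound / Signal: luminescence of leftover ATP / Schedule: 2 h aminoacylation at 25 °C after 15 min preincubation / Medium: HEPES-MgCl2-KCl buffer plus DTT, spermine, BSA, pyrophosphatase / Doses: 11.9 µM single point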
Neddyl block: cullin neddylation inhibition | TR-FRET cullin neddylation, biochemical | AID 651699 | 0.58% of 360,000 active | calls only at 25 µM; in the data active means inhibition above about 36%
MsrA inh: inhibitors of bovine MsrA | inhibition, % at 15.5 µM | 0.75% of 360,000 active | purified bovine MsrA, absorbance read-out | AID 651718; in the data active means inhibition above about 4.5%;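 further: 0% = vehicle wells with enzyme and 100% = reference inhibitor wells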
* marks the source's active call; other numbers are inactive results; i = inactive; nt = no result given; + = active, no number.

SMILES	FAS TE block	MsrA act	CSN inh	MLLE-PAM2 inh	Rin1 Abl inh	eLon inh	Tb MetRS inh	Neddyl block	MsrA inh
CC(C)c1c(Cl)c(O)c(-c2ccccc2)c(=O)n1-c1ccc(F)cc1	-10	-3	-2	0	-1	1	-0.2	i	-0.5
COc1ccccc1C(=O)NC(=S)N1CCc2ccccc21	8	-3	-3	-12	0	3	-0.2	i	2.1
O=C(Nc1c2c(nn1-c1ccc([N+](=O)[O-])cc1)CS(=O)(=O)C2)C1CC1	4	-5	-3	-2	-1	-6	-0.3	i	1.2
CC(C)(C)C1C/C(=C/c2ccccn2)C(=O)/C(=C/c2ccccn2)C1 (stereo not drawn)	10	-3	21	7	-2	-6	-0.7	i	nt
COc1ccc(-c2nc(CCNS(=O)(=O)c3ccc4c(c3)OCCO4)cs2)cc1	5	-2	-4	-4	-5	5	-0.1	i	-0.9
COC(=O)COc1cccc2c(=O)n(CC(=O)N3CCC(C)CC3)ccc12	-6	-3	0	-14	-1	3	-0.1	i	1.2
C=C1C(=O)OC2C=C(CO)C3OC3C3OC3(C)CC(OC(=O)/C(=C/C)COC(C)=O)C12 (stereo not drawn)	-7	-6	-2	5	1	-10	0.0	i	1.1
C/C(CC(=O)NC1CCCC1)=N\NC(=O)c1ccc([N+](=O)[O-])c(Cl)c1	0	-5	-12	3	2	-14	-0.5	i	1.7
CC(=O)Nc1ccc(NC(=O)Nc2ccc3c(c2)N(C)C(=O)CS3)cc1	-1	-3	9	-7	-2	-6	0.0	i	1.9
COc1ccc2nc(C)cc(SCC(=O)N/N=C/c3ccc(O)c(O)c3)c2c1	-3	-3	2	2	-4	1	0.3	i	1.9
COc1cccc(N2C(=O)CC(N3CCN(c4ccc([N+](=O)[O-])cc4)CC3)C2=O)c1 (stereo not drawn)	9	-3	-3	3	-7	-3	-0.2	i	0.8
N#CCCN(Cc1ccccc1)C(=O)Nc1ccc(F)cc1	-4	-1	-3	-3	5	-1	-0.2	i	-1.1
COc1ccc(S(=O)(=O)N2CCc3ccccc32)cc1C(=O)NCCc1ccc(S(N)(=O)=O)cc1	-8	1	2	3	3	-7	-0.2	i	-1.2
O=C(CCc1nnc2ccc(NCc3ccccc3Cl)nn12)NC1CCCC1	-2	-3	3	-15	5	3	-0.2	i	-0.5
O=C(Nc1ccnn1C1CCN(C2CCCC2)CC1)c1ccccc1Cl	-4	-3	-6	-5	6	1	-0.6	i	0.5
O=C(Cn1cccc1)N1CCc2ccccc21	-4	-7	1	3	-1	-5	-1.3	i	-0.2
O=C(CSc1nc2ccccc2c(=O)n1CCCN1CCOCC1)NCCc1ccccc1	0	-5	2	-28	2	2	-0.5	i	1.3
COc1ccc(N2C(=O)CC(N3CCOCC3)C2=O)cc1 (stereo not drawn)	-7	-4	-2	0	1	0	-0.7	i	-0.5
O=C(Nc1ccc2nc(-c3ccco3)[nH]c2c1)c1cccs1	3	-2	-4	14	-1	-11	0.3	+	3.3
CCOC(=O)c1cnc2ccc(OCC)cc2c1N1CCN(c2ccccc2)CC1	34	1	0	0	-5	1	-0.1	i	0.0

Whole records, looked up by structure:
`O=C(Nc1ccnn1C1CCN(C2CCCC2)CC1)c1ccccc1Cl` as listed: FAS TE block = -4; MsrA act = -3; CSN inh = -6; MLLE-PAM2 inh = -5; Rin1 Abl inh = 6; eLon inh = 1; Tb MetRS inh = -0.6; Neddyl block = i; MsrA inh = 0.5
`CCOC(=O)c1cnc2ccc(OCC)cc2c1N1CCN(c2ccccc2)CC1` as listed: FAS TE block = 34; MsrA act = 1; CSN inh = 0; MLLE-PAM2 inh = 0; Rin1 Abl inh = -5; eLon inh = 1; Tb MetRS inh = -0.1; Neddyl block = i; MsrA inh = 0.0

The results go on:
SMILES	FAS TE block	MsrA act	CSN inh	MLLE-PAM2 inh	Rin1 Abl inh	eLon inh	Tb MetRS inh	Neddyl block	MsrA inh
CC1CN(C(=S)Nc2ccccc2F)CC(C)O1 (stereo not drawn)	-6	-1	1	3	1	-7	0.4	i	-0.7
O=C(Nc1cccc(F)c1)C1CC(=O)N(c2ccc(Br)cc2)C1 (stereo not drawn)	11	-3	-2	2	0	-9	1.1	i	0.3
CC(=C\C(=O)O)/C(=C/c1ccco1)C(=O)O	-5	-9	1	-4	-1	-6	-0.8	i	0.5
O=C(C1CCN(S(=O)(=O)c2cccs2)CC1)N1CCN(Cc2ccccc2)CC1	-2	-5	6	8	0	2	-0.8	i	-0.5
CC1(C(=O)Nc2cccc(Oc3ccccc3)c2)CCN1Cc1ccccc1OC(F)F (stereo not drawn)	31	-2	2	2	1	-3	-0.4	i	1.1
COc1cccc(/C=C/C(=O)c2c(O)cc(C)oc2=O)c1O	-10	-13	4	5	6	-18	-1.0	i	2.3
CC1(C(=O)NS(=O)(=O)c2ccccc2)CCN1C(=O)CCc1ccccc1 (stereo not drawn)	-8	-10	0	-5	-1	-4	-0.6	i	-1.0
Cc1ccc(CCNC(=O)CNC(=S)N(Cc2ccccc2)Cc2cccnc2)cc1	2	-12	-6	-135	-1	6	-1.8	i	0.6
CN1CCN(C(=O)C2=C[C@@H](c3ccccc3)C[C@@H](OCc3ccc(CO)cc3)O2)CC1	-5	-2	-4	6	3	1	0.1	i	0.0
CCOc1cc(C)c(C(C)C)cc1S(=O)(=O)n1cnc(C)c1	8	-4	0	0	1	6	-1.2	i	-0.6
COc1ccc(CC(=O)OCC(=O)NCc2ccccc2Cl)cc1	-4	-10	-1	1	-3	-3	-0.5	i	2.4
CCCCOC(=O)c1nnc(-c2ccc(Cl)cc2)o1	2	-3	1	13	-2	2	1.4	i	-0.7
Cc1cc(C)cc(OCC(=O)N(Cc2ccccc2)C2CCS(=O)(=O)C2)c1 (stereo not drawn)	-5	2	1	1	1	-8	0.0	i	-1.7
c1ccc(OCCOc2ccccc2-c2nnco2)cc1	-8	-2	0	12	-4	2	-0.6	i	-0.5
Cc1ccc(N(CCC#N)C(=O)CCl)cc1C	-4	-3	3	8	-1	-4	-0.1	i	3.2
Cc1nc(N2N=C(c3ccc(Cl)cc3)CC2c2ccco2)sc1C(=O)N(C)C (stereo not drawn)	22	-4	2	0	-1	0	0.0	nt	2.2
COc1cc(CNCCC2CCOC(C)(C)C2)ccc1O (stereo not drawn)	-6	-6	0	-2	2	-3	-1.1	i	0.6
Cc1cccnc1C(NC(=O)C1CCN(CCCc2ccccc2)CC1)c1ccc(Cl)cc1 (stereo not drawn)	-4	-1	3	8	-1	-6	-0.1	i	-2.2
O=C(Oc1ccc(Nc2ncnc3ccccc23)cc1)c1cccnc1	-2	-4	-1	10	-2	-4	-0.1	i	1.8
COc1ccc(NC(=O)Nc2cc(C)ccc2OC)cc1	2	-14	7	-1	5.9*	2	-1.2	i	0.2

A section from further up:
SMILES	FAS TE block	MsrA act	CSN inh	MLLE-PAM2 inh	Rin1 Abl inh	eLon inh	Tb MetRS inh	Neddyl block	MsrA inh
COc1ccc(CC(=O)OCC(=O)NCc2ccccc2Cl)cc1	-4	-10	-1	1	-3	-3	-0.5	i	2.4
CCCCOC(=O)c1nnc(-c2ccc(Cl)cc2)o1	2	-3	1	13	-2	2	1.4	i	-0.7
Cc1cc(C)cc(OCC(=O)N(Cc2ccccc2)C2CCS(=O)(=O)C2)c1 (stereo not drawn)	-5	2	1	1	1	-8	0.0	i	-1.7
c1ccc(OCCOc2ccccc2-c2nnco2)cc1	-8	-2	0	12	-4	2	-0.6	i	-0.5
Cc1ccc(N(CCC#N)C(=O)CCl)cc1C	-4	-3	3	8	-1	-4	-0.1	i	3.2

Further entries follow:
SMILES	FAS TE block	MsrA act	CSN inh	MLLE-PAM2 inh	Rin1 Abl inh	eLon inh	Tb MetRS inh	Neddyl block	MsrA inh
COc1cc(C(=S)N2CCCC2)ccc1O	-10	-2	5	40*	2	-3	-0.4	i	0.4
Cn1cc(CN2CCCC(C(=O)c3ccc(-c4ccccc4)cc3)C2)cn1 (stereo not drawn)	-6	-1	-4	4	0	0	-0.7	i	0.6
Cc1c(C(=O)NCc2ccccc2F)oc2ccccc12	8	-2	4	-2	-3	4	-0.1	i	-0.1
Cc1cc(C)c(OCC(=O)OCC(=O)NCC2CCCCC2)c(C)c1	-7	-2	1	-10	-1	5	-0.4	i	1.2
COc1ccc(OC)c(S(=O)(=O)Nc2cc3c4c(c2)CCC(=O)N4CCC3)c1	-6	-4	0	11	1	-4	-0.2	i	-1.9
CCCCCCCCCC1NC(C(=O)O)Cc2c1[nH]c1ccccc21 (stereo not drawn)	-4	-2	-1	1	5	-3	70*	i	-0.8
CCOc1ccc(C(CC(=O)O)NC(=O)c2cccs2)cc1 (stereo not drawn)	-15	3	-7	-3	2	-2	-0.6	i	-0.7
CCOC(=O)c1cc(CN2CCOCC2)oc1-c1ccccc1	-4	-3	3	-8	0	-3	-0.1	i	-0.3
COc1ccc(N2CCN(C(=O)C3CCN(S(=O)(=O)c4c(C)noc4/C=C/N(C)C)CC3)CC2)cc1	4	-3	3	8	1	-64	0.1	i	1.1
CN(C(=O)CSc1nnc(Nc2ccccc2)s1)C1CCS(=O)(=O)C1 (stereo not drawn)	-2	-3	1	-22	-2	8	6.7*	i	-0.9
CC(N=Cc1ccccc1O)c1ccccc1 (stereo not drawn)	-4	-8	5	2	-3	3	-0.9	i	-0.2
Cc1cnc(C(=O)OCC(=O)Nc2cc(-c3cc(C)c(C)cc3C)nn2-c2ccccc2)cn1	0	-2	-2	-10	-1	-2	-0.3	i	-0.3
CN(C(=O)COC(=O)CCc1nc2ccccc2c(=O)[nH]1)C1CCS(=O)(=O)C1 (stereo not drawn)	-4	-1	0	-2	2	5	-0.7	i	0.2
CN(Cc1ccccc1)C(=O)C1CCC(CNS(=O)(=O)c2cccc3cccnc23)CC1 (stereo not drawn)	-5	-1	1	3	2	2	-0.3	i	1.8
O=C(N/N=C\c1c(O)ccc2ccccc12)c1cncc(Br)c1	22	-7	-76	182	0	i	-0.3	i	-0.1
COc1ccc(-n2ncc3c(=O)n(CC(C)=O)cnc32)cc1	-7	2	0	-2	-1	-7	-0.5	i	-1.0
CC1(OC(=O)CCc2ccccc2)C(=O)C=C2C=C(c3ccc(C#N)cc3)N(CCN3CCOCC3)C=C2C1=O (stereo not drawn)	-3	-2	9	-11	2	-1	-0.1	i	-0.1
CCOc1ccc(CNC(=O)c2ccc(Sc3ccc(C)cc3)c(NC(C)=O)c2)cc1OC	-2	-8	-13	-15	2	2	-0.3	i	2.7
CC(=O)N1CCOc2ccc(S(=O)(=O)NCCc3ccc(S(N)(=O)=O)cc3)cc21	-1	-8	-3	5	1	-15	-0.3	i	-0.5
CN(C(=O)CSc1nnc(CNC(=O)c2ccccc2)o1)c1ccccc1	-5	-2	3	-4	-2	-8	0.3	i	-1.3
Cc1ccc(-c2csc(NC(=O)CN3CCC(C(N)=O)CC3)n2)cc1	-3	-2	-2	-9	0	-13	-0.2	i	-1.2
O=C(NC1CCCCC1)[C@H](O)[C@@H](O)C(=O)NC1CCCCC1	-8	1	2	5	0	2	0.1	i	-0.4
Cc1nn(CC(=O)NC(=O)c2ccccc2)c(C)c1[N+](=O)[O-]	-2	-12	4	-1	0	4	-0.7	i	0.9
CCN(CC)c1ccc(C=Nc2ccc(C)cc2C)c(O)c1	15	-3	-4	2	-5	1	-0.9	i	4.0
CN(C)CCCCCCCCCCC(=O)/C=N/O	-11	-2	2	-17	-1	8	0.2	i	0.6
COCCn1c(SCC(=O)c2c[nH]c3ccccc23)nnc1-c1ccncc1	-14	0	-6	1	-3	-16	-0.1	i	nt
CC(C)c1ccc(C2CC(c3ccc(Br)cc3)=NN2C(N)=S)cc1 (stereo not drawn)	19	-5	2	13	-1	1	-1.2	i	0.0

Bioassay records: PubChem, several laboratories
